# From PubChem BioAssay
# NPYLR7 agonist: activates Aedes aegypti NPYLR7 receptor | HEK293T NPYLR7/Galpha15, GCaMP6s calcium fluorescence | activation, % at 10 µM | hit rate 0.15% among 270,000; in the data active = activation above about 40%;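 also: 0% = vehicle and 100% = reference agonist at the receptor; some compounds past the cut are filed as inactive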
# mcGAS inh: mouse cGAS inhibition by luminescence | recombinant cGAS, Kinase-Glo ATP depletion luminescence | inhibition, % at 12.5 µM | hit rate 0.15% among 160,000 | AID 1259399;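 also: 0% = negative control wells and 100% = reference inhibitor with no enzyme activity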
# hcGAS inh: blocks human cGAS activity; Q8N884; recombinant h-cGAS, ATP depletion, Kinase-Glo luminescence; inhibition, % at 12.5 µM; hit rate 0.081% among 290,000; AID 1259398;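 also: 0% = vehicle reaction and 100% = reaction without DNA for no activity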
# Target sequence (Q8N884 whole entry, looked up): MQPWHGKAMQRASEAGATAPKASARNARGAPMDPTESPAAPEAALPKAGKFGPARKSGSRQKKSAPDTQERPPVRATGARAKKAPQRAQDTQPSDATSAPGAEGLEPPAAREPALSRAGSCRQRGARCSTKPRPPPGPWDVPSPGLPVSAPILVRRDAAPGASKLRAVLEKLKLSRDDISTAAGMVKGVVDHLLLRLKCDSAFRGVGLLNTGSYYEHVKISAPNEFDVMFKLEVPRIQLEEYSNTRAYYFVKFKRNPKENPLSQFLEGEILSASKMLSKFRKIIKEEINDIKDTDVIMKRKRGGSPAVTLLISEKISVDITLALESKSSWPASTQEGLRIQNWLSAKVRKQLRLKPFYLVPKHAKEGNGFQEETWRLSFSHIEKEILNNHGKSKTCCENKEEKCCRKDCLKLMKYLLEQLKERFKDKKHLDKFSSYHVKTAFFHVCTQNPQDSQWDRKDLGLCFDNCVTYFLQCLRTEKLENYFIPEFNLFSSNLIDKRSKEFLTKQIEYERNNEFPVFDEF
# Starred values were filed as active, the others as inactive; / = not tested or not shown. Rule as the data show it, unless noted: active = inhibition above about 40%; inactive = the rest.
SMILES	NPYLR7 agonist	mcGAS inh	hcGAS inh
O=[N+]([O-])c1cccc(Nc2cncc(-c3cccc(OC(F)(F)F)c3)c2)c1	-8.6	0.3	4.3
CCOC(=O)O[C@]1(C(=O)OCCl)CC[C@H]2[C@@H]3CCC4=CC(=O)C=C[C@]4(C)[C@H]3[C@@H](O)C[C@@]21C	-3.8	/	-1.9
c1ncc(CN2CCC(c3ccnc(-c4ccc5c(c4)OCCO5)c3)C2)cn1 (stereo unspecified)	/	-12.4	-8.6
Cc1nc(N(C)CCNS(C)(=O)=O)nc(C)c1CC(C)C	1.2	/	-8.9
CCC(c1ccc(OC)cc1)N(CC)C(=O)c1cccc(N2CCNC2=O)c1 (stereo unspecified)	5.6	-13.5	-3.9
O=C(CC1Cn2ncnc2NC1=O)NCCc1ccccc1 (stereo unspecified)	0.0	/	1.4
CCOc1cc(CN2CCc3nnc(CCc4ccccc4)n3CC2)ccc1O	15.9	-7.1	-1.7
C=CCSc1nnc(NC(=O)COC)s1	1.7	-3.5	-2.2
CCc1nc2c(OCCOc3ccccc3)cccn2c1N(C=O)Cc1ccc(OC)cc1	-16.9	0.1	1.2
O=C(O)C1CCN(S(=O)(=O)c2ccccc2C(F)(F)F)CC1	0.3	-9.1	-15.6
Cc1cccc(NC(=O)N2CC(=O)N3CCc4ccc(F)cc4C3C2)c1C (stereo unspecified)	-6.9	0.6	1.9
COC(=O)c1ccc(CSc2c(C(C)C)cnc3c2c(=O)n(C)c(=O)n3C)cc1	7.6	-9.0	-9.2
Cc1c(NC(=O)c2cnn3c(-c4ccccc4)cc(-c4ccccc4)nc23)c(=O)n(-c2ccccc2)n1C	10.0	-7.0	-5.1
COc1cc2nc(CNC(C)c3ccccc3C)[nH]c(=O)c2cc1OC (stereo unspecified)	0.1	/	8.5
COc1cc(/C=N\NC(=O)C(C)Sc2nc3ccccc3s2)ccc1OCc1ccccc1 (stereo unspecified)	6.5	-1.9	-2.2
Clc1ccc2c(Oc3ccc(Br)cc3)ccnc2c1	-4.3	/	0.0
COc1ccc(C(=O)N2CCCCCC2C2CCCCC2=O)cc1S(=O)(=O)NC1CC1 (stereo unspecified)	1.1	-11.9	-7.1
CSc1ccc(COc2coc(CN3CCCN(C(=O)C(F)(F)C(F)(F)C(F)(F)F)CC3)cc2=O)cc1	-2.2	-7.9	-6.5
O=C(Cn1nc(-c2ccco2)c2sc(N3CCCC3)nc2c1=O)Nc1ccccc1	-2.3	-9.4	-6.5
Cc1cc(C)cc(NC(=O)c2cn(C)c3c(=O)n(-c4ccccc4)c(=O)[nH]c23)c1	-0.8	/	-5.4
O=C(NC1C2CC3CC1CC(O)(C3)C2)c1cc(CCc2ccccc2)no1 (stereo unspecified)	22.2	/	-8.1
N#Cc1c(N=Cc2ccco2)sc2c1CCCC2	0.8	/	-9.0
COc1ccc(C(=O)N2CCN(c3cc(Cl)nc(SCC(=O)NCc4ccc(F)cc4)n3)CC2C)cc1 (stereo unspecified)	-5.9	-5.5	-0.2
COC(=O)C1CC1(C#N)C(=O)Nc1ccc(C)cc1 (stereo unspecified)	4.4	/	-4.2
CC(C)(C)c1ccc(S(=O)(=O)/C=C/C#N)cc1	9.1	-2.6	-3.3
COC(=O)C1=C(C)N(C)C(=O)NC1c1ccccc1 (stereo unspecified)	-7.7	3.3	2.3
CS(=O)(=O)CCC(=O)N1C[C@H](C2CC2)[C@@H](N)C1	/	-6.4	-7.7
Cc1ccccc1-n1cc(CNC(=O)CC2C(=O)NCCN2C2CCCC2)cn1 (stereo unspecified)	/	-8.9	-6.5
COc1ccc(NC(=O)C2CCN(C(=O)CCNC(=O)Nc3cc(F)ccc3C)CC2)cc1	21.8	-5.5	-5.2
CCC(=O)N1CCN(c2nc(C)nc(C)c2Cc2ccc(Cl)cc2Cl)CC1	1.2	-3.6	-1.9

# The list continues.
SMILES	NPYLR7 agonist	mcGAS inh	hcGAS inh
CCOC(=O)C1=C(C)N=c2s/c(=C\c3c(F)cccc3Cl)c(=O)n2C1c1cccs1 (stereo unspecified)	5.7	-1.7	-4.0
O=c1c2ccsc2ncn1Cc1cc(=O)n2ccsc2n1	-1.2	/	-5.9
O=C(COc1ccccc1)N1CCCN(C(=O)CN2CCc3sccc3C2c2ccc(Cl)cc2)CC1 (stereo unspecified)	14.9	-5.6	-4.7
CCOc1ccc(C(=O)Nc2c3c(nn2-c2cccc(C)c2C)CS(=O)C3)cc1 (stereo unspecified)	-0.6	/	-7.2
CC1(C(=O)NS(=O)(=O)c2cccc(Cl)c2)CCN1C(=O)C/C=C/c1ccccc1 (stereo unspecified)	1.8	/	-6.0
CC(=O)NC(CCS(C)(=O)=O)C(=O)Nc1cc(C)on1 (stereo unspecified)	13.2	/	-9.5
O=C(c1nc2ccccc2s1)N1CCN(CCc2nc(-c3cccs3)cs2)CC1	0.2	/	-2.4
COc1ccc(CNC(=O)NCC2CN(c3cccc(Cl)c3)C(=O)O2)cc1 (stereo unspecified)	3.6	/	1.8
COc1ccc2cc(CNC(=O)C3(C)CC(=O)N=C4C=CC=CN43)ccc2c1 (stereo unspecified)	4.7	/	-4.9
CCn1cc(NC(=O)c2cc3ccc(C(C)(C)C)cc3[nH]2)ccc1=O	1.9	/	-14.1
CN(C)c1ccc(C=Nc2sc3c(c2C#N)CCC3)cc1	4.5	0.6	-0.3
OCc1csc(COc2ccc(Cl)cc2CNCc2ccc(F)cc2)n1	19.9	/	3.6
COc1ccccc1N1CCN(C(=O)CCn2cnc3c([nH]c4ccccc43)c2=O)CC1	/	-6.2	-1.7
O=C(CSc1ccccc1)Nc1cccc(C2SCC(=O)N2c2ccc(C(F)(F)F)cc2)c1 (stereo unspecified)	2.8	-2.4	-0.5
COc1ccc(C(=O)NC(C)c2csc(C)n2)cc1OC1CCN(C(C)=O)CC1 (stereo unspecified)	2.5	/	-2.6
CN1CCN(c2ncc(C(=O)NCC3CC3)s2)C1=O	-4.2	/	-12.1
CCCn1ccnc1CN1CCCN(C(=O)c2ccco2)CC1	19.2	-15.0	-7.7
Cc1ccn2cc(-c3ccc4c(c3)OCO4)cc2c1	7.6	/	-0.9
Cn1c(=O)c2c(SCC(=O)Nc3ccccc3F)nc(C3CC3)nc2n(C)c1=O	8.6	/	-1.3
NNc1ccc(C(N)=O)nn1	21.3	/	-2.0
CC(OCc1ccc(F)cc1)n1ccnc1 (stereo unspecified)	-2.9	/	11.4
Cc1nccc(-c2cc(O)cc(CCC3CCCCN3)c2)n1 (stereo unspecified)	1.0	-14.7	-0.7
CCOC(=O)N1CCN(C(c2cccc(Cl)c2)C2Sc3nc(C)nn3C2=O)CC1 (stereo unspecified)	7.6	/	-5.3
CCN(CC)CCCC(C)NC(=O)CSc1nc(Cl)cc(N2CCN(C(=O)c3ccc(OC)cc3)C(C)C2)n1 (stereo unspecified)	-3.4	-5.3	-15.2
CN(C)S(=O)(=O)c1cccc(CSc2nnc(NC3CC3)s2)c1	8.4	/	-8.0
CCc1cccc(OCc2nc(C(=O)N3CCCC3)cs2)c1	-3.4	-6.6	-4.4
CC(NC(=O)c1csc(CSc2nnc(-c3ccco3)n2-c2ccccc2)n1)c1ccccc1 (stereo unspecified)	-14.3	-0.6	-0.8
CC[N+](CC)=c1ccc2nc3c(cc(N)c4ccccc43)oc-2c1	-13.0	/	-14.4
COc1cccc(OCc2n[nH]c(=S)o2)c1	6.3	/	-3.4
CCOC(=O)C1C(=O)C=C(c2ccc(C)cc2)CC1c1ccc(OC)cc1 (stereo unspecified)	9.9	-5.0	-7.4

# Additional records:
SMILES	NPYLR7 agonist	mcGAS inh	hcGAS inh
C=CCCC(O)CN(Cc1c(-c2ccccc2)nn(C)c1Oc1cccc(OC)c1)CC(C)C (stereo unspecified)	6.0	-3.0	-3.6
COc1ccc(Cl)c(NC(=O)c2ccc(C(F)(F)F)[nH]c2=O)c1	-0.2	/	0.8
Cc1cccc(Cn2[nH]c(C(C)(C)C)c(CCC#N)c2=O)c1	10.0	/	-6.4
CCc1cnc2c(c1SCc1cc(C)ccc1C)c(=O)n(C)c(=O)n2C	5.7	-8.7	-6.7
COC(=O)C(C)Sc1nc2c(c(=O)n1-c1ccc(OC(F)(F)F)cc1)SCC2 (stereo unspecified)	-9.1	-5.4	-2.9
O=C(NC1CC1)C1CCN(C2CCN(C(=O)Cc3ccc(F)cc3)CC2)CC1	5.0	/	-4.0
CC(C)(C)C(=O)/C=c1/[nH]c(=O)/c(=C/c2ccc(F)c(Br)c2)s1	7.0	/	-4.2
Cc1cc(COc2cccnc2[N+](=O)[O-])no1	5.0	/	-5.7
Cc1nc(N2CCC(C(=O)N3CCN(c4cnccn4)CC3)CC2)nc2ccc(C(C)C)cc12	2.5	-13.0	-7.7
CCOC(=O)C1(Cc2cccc(Cl)c2)CCCN(C(=O)CCC(F)(F)F)C1 (stereo unspecified)	-7.7	-4.0	-0.5
CCOC(=O)c1c(C)[nH]c(C(=O)NN=Cc2ccc(OC)c(OC)c2)c1C	-0.3	-7.2	-3.3
Cc1ncc(CN2CCOC(CC(c3ccccc3)c3ccccc3)C2)n1C (stereo unspecified)	3.3	/	-4.0
CCc1nc(Cn2ccnc2-c2nccn2C)no1	-0.9	/	-2.4
Cc1ccc(C(NC(=O)c2ccn(C)c(=O)c2)C2CC2)cc1 (stereo unspecified)	2.8	/	-12.8
O=C1C(=Cc2c(N3CCOCC3)nc3ccccn3c2=O)SC(=S)N1C1CCCCC1	4.8	-6.2	-7.7
Cn1ccsc1=NC(=O)c1csc(-c2ccc(Cl)cc2)n1	8.9	/	-2.1
CCC(C)N(Cc1cccn1Cc1cccc(OC)c1)C(=O)CN(CCC(C)C)C(=O)c1ccc(OC)cc1 (stereo unspecified)	13.0	-4.9	-3.0
CCc1ccccc1CN1CCCn2cccc2C1c1ccc(F)c(F)c1 (stereo unspecified)	23.5	-6.6	-8.8
Cc1ccc(-c2nc3cc(C)cc(C)n3c2NC(C)(C)C)cc1	-5.1	-9.1	-9.0
CCn1cc(NC(=O)NCc2ccc(Cl)cc2)c2ccccc21	9.5	-7.7	-3.6
Cc1cc(C(C)(C)C)cc(S(=O)(=O)O)c1C	-5.8	/	-4.9
O=C(NCc1ccc(-c2ncc(-c3ccc(F)cc3)[nH]2)cc1)c1ccnc(Cl)c1	23.7	-6.6	-4.3
CN(C)P(=NC(=S)Nc1ccc(F)cc1)(N(C)C)N(C)C	4.9	-4.9	-6.6
Cc1cc(-c2cc(NCc3cccnc3)nc3[nH]ccc23)c(=O)[nH]c1C	2.5	-7.8	-3.6
O=C(NCCSc1cn[nH]n1)c1cccc2c1NCCC2	-2.1	-11.9	-6.2
O=C(Nc1cccc(Oc2cnccn2)c1)c1ccc(Br)cc1F	7.7	/	0.9
O=C(Nc1nnc(SCC2CC2)s1)c1ccc(F)cc1	-5.8	-6.5	-6.1
COc1c(C)cc(C(=O)C2CCCN(Cc3ccc(Oc4ncccn4)cc3)C2)cc1C (stereo unspecified)	-2.4	/	0.1
COc1cccc(CN(Cc2ccccc2)CC(O)Cc2ccccc2)c1OC (stereo unspecified)	-1.1	-8.3	-6.1
COc1ccc(-c2nnc3n2N=C(c2ccc(O)c(O)c2)CS3)cc1	3.4	/	0.1

# The list goes on.
SMILES	NPYLR7 agonist	mcGAS inh	hcGAS inh
C=CCNC(=O)C[C@@H]1CCN(C(=O)C(C)(C)C)C[C@@H]1CC	-8.2	-6.1	-3.1
CC(C)NC(=O)N(Cc1cccc(Cl)c1)CC1CC(c2ccc3c(c2)OCO3)=NO1 (stereo unspecified)	16.6	-4.8	-2.5
C=C(C)COc1ccccc1C(=O)N1CCC2(CC1)CN(C)CCN2C	16.2	-11.3	-1.1
Cc1oc(-c2ccccc2Cl)cc1C(=O)NCCCc1ccncc1	-2.3	-16.3	-3.4
CCN(CC)S(=O)(=O)c1cccc(C(=O)N2CCN(c3nccs3)CC2)c1	0.2	-17.5	-11.1
O=S1(=O)NC(c2cccc(Br)c2)Nc2ccccc21 (stereo unspecified)	19.6	/	-6.7

# Compounds above with an NH in an aromatic ring:
SMILES	NPYLR7 agonist	mcGAS inh	hcGAS inh
COc1cc2nc(CNC(C)c3ccccc3C)[nH]c(=O)c2cc1OC (stereo unspecified)	0.1	/	8.5
Cc1cc(C)cc(NC(=O)c2cn(C)c3c(=O)n(-c4ccccc4)c(=O)[nH]c23)c1	-0.8	/	-5.4
CCn1cc(NC(=O)c2cc3ccc(C(C)(C)C)cc3[nH]2)ccc1=O	1.9	/	-14.1
COc1ccccc1N1CCN(C(=O)CCn2cnc3c([nH]c4ccccc43)c2=O)CC1	/	-6.2	-1.7
COc1cccc(OCc2n[nH]c(=S)o2)c1	6.3	/	-3.4
COc1ccc(Cl)c(NC(=O)c2ccc(C(F)(F)F)[nH]c2=O)c1	-0.2	/	0.8
Cc1cccc(Cn2[nH]c(C(C)(C)C)c(CCC#N)c2=O)c1	10.0	/	-6.4
CC(C)(C)C(=O)/C=c1/[nH]c(=O)/c(=C/c2ccc(F)c(Br)c2)s1	7.0	/	-4.2
CCOC(=O)c1c(C)[nH]c(C(=O)NN=Cc2ccc(OC)c(OC)c2)c1C	-0.3	-7.2	-3.3
O=C(NCc1ccc(-c2ncc(-c3ccc(F)cc3)[nH]2)cc1)c1ccnc(Cl)c1	23.7	-6.6	-4.3
Cc1cc(-c2cc(NCc3cccnc3)nc3[nH]ccc23)c(=O)[nH]c1C	2.5	-7.8	-3.6
O=C(NCCSc1cn[nH]n1)c1cccc2c1NCCC2	-2.1	-11.9	-6.2
